M5 PAM – human M5 muscarinic receptor positive allosteric modulators, primary screen, CHO-K1 cells, Fluo-8 calcium fluorescence. Muscarinic acetylcholine receptor M5 (Homo sapiens), P08912. CHO-K1 hM5, ACh EC20 PAM; 0% = ACh EC20, 100% = ACh EC100. activation, % at 3 µM. hit rate 0.3% among 360,000;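 active = activation above the run cutoff, the mean activation of all test compounds plus 3 SD, cut at about 18% in these data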
Target sequence (P08912 whole entry, looked up): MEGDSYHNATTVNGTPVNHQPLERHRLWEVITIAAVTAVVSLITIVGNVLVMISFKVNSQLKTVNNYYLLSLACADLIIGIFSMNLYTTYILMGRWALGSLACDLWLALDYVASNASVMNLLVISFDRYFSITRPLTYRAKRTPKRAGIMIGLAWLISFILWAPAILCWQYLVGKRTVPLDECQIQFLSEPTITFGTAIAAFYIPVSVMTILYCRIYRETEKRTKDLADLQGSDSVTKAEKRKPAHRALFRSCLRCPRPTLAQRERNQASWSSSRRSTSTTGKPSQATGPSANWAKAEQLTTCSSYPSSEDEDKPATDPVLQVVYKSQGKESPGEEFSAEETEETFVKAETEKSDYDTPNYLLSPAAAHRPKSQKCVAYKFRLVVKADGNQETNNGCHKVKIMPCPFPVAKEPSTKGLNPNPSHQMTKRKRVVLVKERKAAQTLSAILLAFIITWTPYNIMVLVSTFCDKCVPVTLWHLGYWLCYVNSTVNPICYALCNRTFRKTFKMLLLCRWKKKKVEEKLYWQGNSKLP
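Test system: CHO-K1 hM5 cells / Doses: single-point, 3 µM nominal / Times: Post-acetylcholine fluorescence recording 140 s / Technique: Fluo-8 calcium fluorescence / Measure: Max/basal fluorescence ratio as % of EC20–EC100 ACh window / Benchmarks: low control EC20 acetylcholine (0%), high control EC100 acetylcholine (100%) / Replicates: one well per compound, no replicates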
CHRM5 agonist – human M5 muscarinic receptor agonists, primary screen, CHO-K1 cells, Fluo-8 calcium fluorescence. Muscarinic acetylcholine receptor M5 (Homo sapiens), P08912. CHO-K1 hM5 cells; 0% DMSO wells, 100% maximal acetylcholine response. activation, % at 3 µM. hit rate 0.19% among 360,000. AID 624037, 2012;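 active = activation above the run's mean over test compounds plus 3 SD, cut at about 23% in these data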;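 also: signal is peak over basal fluorescence ratio across the kinetic read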
CRFBP-R2 agonist – agonists of CRF-BP/CRF-R2 complex, primary screen, cell-based, HEK293, calcium dye fluorescence, uHTS; CRF-binding protein / CRF receptor 2 complex (human); calcium dye fluorescence (FLIPR); percent of saturating CRF peptide response; activation, % at 13.2 µM; hit rate 0.46% among 350,000;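 active = activation of at least 50%, plus an integration ratio under a set limit after plate pattern correction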;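 also: plate controls were neutral control wells without compound for no effect and CRF at EC100 for full effect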
M4 antag – human M4 muscarinic receptor antagonists, primary screen, CHO cells, Fluo-8 calcium fluorescence. hit rate 0.73% among 360,000. CHO-hM4 cells, ACh EC80. inhibition, % at 3 µM. AID 624125, 2012. Muscarinic acetylcholine receptor M4 (Homo sapiens), P08173;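 active = inhibition above its plate's cutoff, the mean inhibition of sample wells plus 3 SD, cut at about 27% in these data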;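 also: 0% = acetylcholine EC80 with DMSO and 100% = DMSO without agonist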
Target sequence (P08173 whole entry, looked up): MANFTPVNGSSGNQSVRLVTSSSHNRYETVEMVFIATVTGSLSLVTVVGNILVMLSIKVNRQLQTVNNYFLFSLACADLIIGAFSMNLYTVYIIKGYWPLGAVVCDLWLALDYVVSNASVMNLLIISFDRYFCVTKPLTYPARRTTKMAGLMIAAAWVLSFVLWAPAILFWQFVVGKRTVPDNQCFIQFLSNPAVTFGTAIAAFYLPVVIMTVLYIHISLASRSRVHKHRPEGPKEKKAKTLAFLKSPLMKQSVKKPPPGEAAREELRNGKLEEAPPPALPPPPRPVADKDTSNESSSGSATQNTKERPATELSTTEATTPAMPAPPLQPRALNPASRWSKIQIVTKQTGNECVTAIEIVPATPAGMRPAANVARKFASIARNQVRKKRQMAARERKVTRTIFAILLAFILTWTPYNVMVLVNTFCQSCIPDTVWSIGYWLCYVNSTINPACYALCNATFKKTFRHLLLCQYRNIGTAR
CHRM5 antagonist – human M5 muscarinic receptor antagonists, primary screen, CHO cells, Fluo-8 calcium fluorescence; inhibition, % at 3 µM; CHO-hM5 cells, ACh EC80; hit rate 0.59% among 360,000;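 active = inhibition above a per-plate cutoff, the mean of that plate's test compounds plus 3 SD, cut at about 27% in these data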;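 also: 0% = acetylcholine EC80 with DMSO and 100% = DMSO without agonist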
M4 PAM – human M4 muscarinic receptor positive allosteric modulators, primary screen, CHO-K1 cells, Fluo-8 calcium fluorescence; Muscarinic acetylcholine receptor M4 (Homo sapiens), P08173; hit rate 0.4% among 360,000; CHO-K1 hM4/Gqi5, ACh EC20; 0% = ACh EC20, 100% = maximal ACh; activation, % at 3 µM;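 active = activation above its plate's cutoff, the mean activation of sample wells plus 3 SD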; also: some results filed as inactive read as strong as hits
CRFBP-R2 block – antagonists of CRF-BP/CRF-R2 complex, primary screen, cell-based, HEK293, calcium dye fluorescence, uHTS; CRF-induced calcium fluorescence; inhibition, % at 11.8 µM; hit rate 0.59% among 350,000; AID 588475, 2011;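 active = inhibition of the ligand-induced calcium signal above about 50% at the single tested concentration, limit read from the data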
M4 ag – human M4 muscarinic receptor agonists, primary screen, CHO-K1 cells, Fluo-8 calcium fluorescence; Muscarinic acetylcholine receptor M4 (Homo sapiens), P08173; CHO-K1 hM4/Gqi5; vehicle 0%, full acetylcholine response 100%; activation, % at 3 µM; hit rate 0.14% among 360,000; AID 624127, 2012;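 active = activation above the run mean over all test wells plus 3 SD, cut at about 32% in these data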;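 also: peak over basal fluorescence ratio per well then scaled between controls; 0% = DMSO wells and 100% = acetylcholine at EC100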
IDE cell inh – human IDE inhibitors in live cells, primary screen, fluorescence polarization, HEK cells, FAbetaB substrate. Insulin-degrading enzyme (Homo sapiens), P14735. FAbetaB cleavage. inhibition, % at 5.59 µM. hit rate 0.41% among 320,000;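 active = percent inhibition above the average of all tested compounds plus 3 SD, set per screening campaign, cut at about 16% in these data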;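 also: IDE supplied by intact live HEK cells; FP after avidin binding of uncleaved biotin substrate so inhibition keeps polarization high; 0% = DMSO wells and 100% = 60 µM reference IDE inhibitor Ii1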
Numbers without * were called inactive; / = not tested or not shown.

SMILES	M4 antag	M4 ag	M4 PAM	CHRM5 agonist	CRFBP-R2 block	M5 PAM	CHRM5 antagonist	CRFBP-R2 agonist	IDE cell inh
Cn1cccc1C(=O)NC(=O)COC(=O)Cc1coc2ccc3ccccc3c12	-5	2	0	1	-36	-3	0	3.7	-5
CCn1ncc(/C=N\NC(=O)c2ccc3c(c2)c(C)c(C)n3Cc2ccccc2)c1C	-7	1	-3	-10	-2	-10	4	2.7	2
Cc1ccnc(NC(c2ccccc2O)c2oc(CO)cc(=O)c2O)c1 (configuration not stated)	-4	2	-3	3	-5	-1	-5	1.8	1
CC/C(O)=N\S(=O)(=O)c1ccc(N=NN(C)C)cc1	-2	0	2	-3	8	4	5	3.0	5
CCOc1ccccc1NC(=O)C(=O)N/N=C/c1ccc([N+](=O)[O-])cc1	1	0	4	-1	1	3	7	2.6	1
S=C(NCc1ccccn1)Nc1ccccc1	-1	1	7	0	8	-3	5	-0.3	1
CC(Sc1nnnn1C)C(=O)Nc1ccccc1-c1ccccc1 (configuration not stated)	1	0	3	0	12	-2	10	0.3	-3
Cc1ccsc1CN1CC(=O)N(c2c(C)cccc2C)C1=S	-21	10	3	-7	-14	2	-2	-3.6	-5
COc1cc(/C=C/c2cccc[n+]2C)ccc1OCC(=O)Nc1ccccc1C	17	0	-13	-3	-4	-7	20	0.6	-2
Cc1cc(Oc2ncccc2[N+](=O)[O-])c2cc(Cl)ccc2n1	2	0	-2	-4	2	2	6	-0.7	9
COc1ccc(CN2CN(S(=O)(=O)c3ccccc3)c3nc4ccccc4nc32)cc1	5	2	-3	-3	12	-3	2	0.9	-3
CCCc1nnc(SCC(=O)N2CCCC2)n1CC1CCCO1 (configuration not stated)	-8	1	4	-5	-15	4	6	-0.6	-2
O=C(Cn1cnc2c(cnn2-c2ccccc2)c1=O)NCCc1ccccc1	-10	1	0	-1	-5	-4	1	-1.8	7
O=C(NC1CCCCCC1)c1ccc(N2CCCC2=O)cc1	0	1	-6	-1	9	1	-1	-1.0	0
CCn1c(COc2ccccc2)nc2ccccc21	2	0	12	-4	-35	4	-4	-0.5	-3
Cc1ccc(-c2ccc(=O)n(CC(=O)N3CCN(c4cc(Cl)ccc4C)CC3)n2)cc1	5	1	-3	1	14	0	6	1.4	1
CCN1CCN(C(=O)c2ccc3c(c2)N(Cc2ccccc2)C(=O)c2ccccc2S3=O)CC1 (configuration not stated)	-6	1	3	-2	10	0	3	5.3	-3
COc1ccc(NC(=O)CC2C(=O)N(c3ccc(OC)cc3)C(=O)N2C(C)C)cc1 (configuration not stated)	1	2	4	-2	6	-1	-1	0.8	1
Cc1ccc(S(=O)(=O)N(C)c2ccc3c(ncn3C)c2[N+](=O)[O-])cc1	9	1	0	-5	0	-8	12	0.4	-1
Cc1cc(NC(=O)CSc2nc3c(c(=O)n2CCc2ccccc2)SC(C)C3)no1 (configuration not stated)	-2	0	2	1	31	-2	6	-1.9	-1
O=c1cc(-c2ccccc2)nc2cc(-c3ccco3)[nH]n12	1	0	-5	0	-9	3	12	-1.0	0
O=C1N2c3ccccc3CCc3cccc(c32)C1(O)C(F)(F)F (configuration not stated)	3	1	-4	-1	-29	-3	2	-0.4	-1
CCOCc1cc(CN2CCC(CCC(=O)NC3CC3)CC2)ccc1OC	-7	0	6	-1	-6	2	-2	0.2	-5
Cc1cccc(NC(=S)NNC(=O)c2ccccc2Br)c1	3	0	1	2	6	-7	10	-0.8	2
CC(C)NC(=O)C1CC(=O)N(C(C)c2ccccc2)C1 (configuration not stated)	1	0	-1	0	3	-2	1	-1.8	3
CCN(CC)CCNC(=O)CNC(=O)c1nn(-c2ccc(OC)cc2)c(=O)c2ccccc12	-10	1	0	-5	3	5	-4	-0.3	-3
Cn1c(CC(=O)Nc2ccc(Cl)c(Cl)c2)nnc1SCC(=O)Nc1nccs1	1	0	5	-2	-4	-4	5	-0.3	6
CC(C)N(Cc1ccccc1)C(=O)COC(=O)c1ccc2ncsc2c1	0	13	-5	5	-2	-8	0	-0.2	2
O=C(C1CCOCC1)N1CCCC(N2CCN(c3cccc(Cl)c3)CC2)C1 (configuration not stated)	5	-1	4	-7	-13	-5	12	1.4	10
O=S(=O)(c1cc(C(F)(F)F)ccc1Cl)N1CCCCCC1	-4	-2	-6	1	23	-6	-2	-1.4	12

Next results follow.
SMILES	M4 antag	M4 ag	M4 PAM	CHRM5 agonist	CRFBP-R2 block	M5 PAM	CHRM5 antagonist	CRFBP-R2 agonist	IDE cell inh
COc1ccc(/C=C/C(=O)OCC(=O)Nc2ccc(N3CCOCC3)cc2)cc1	6	3	-6	-1	-3	0	1	0.6	4
O=C(COC(=O)/C=C/c1ccccc1)Nc1ccc2c(c1)OCCO2	-19	0	27*	-1	3	-3	7	-1.2	-3
O=C(OCC(=O)N1CCN(c2ccccc2)CC1)c1ccccc1[N+](=O)[O-]	4	1	2	4	1	6	-9	16	3
O=C(NCc1ccc(C(F)(F)F)cc1)c1ccc2c(c1)S(=O)(=O)c1ccccc1C2=O	13	1	3	3	5	-3	17	-1.4	-3
C=CCSC1=C(C#N)C(c2cc(Br)c(O)c(OC)c2)CC(=O)N1 (configuration not stated)	-1	1	-3	0	-11	2	-1	0.2	-1
CCN(CC)CCCNC(=O)c1cc(-c2ccccc2)c(N2CCCCC2)s1	-19	4	-5	-9	-12	-5	4	-0.5	2
O=C(Nc1nc(-c2ccc(Br)cc2)cs1)c1cccnc1	1	2	-7	3	6	1	8	-1.3	-3
NC(=O)c1ccc(NC(=O)CNCc2ccccc2Cl)cc1	-10	4	-3	-1	0	-1	0	4.8	5
COc1ccc(N2CCN(C(=O)C34CCC(C)(C(=O)C3)C4(C)C)CC2)cc1 (configuration not stated)	-4	1	11	-2	-2	8	-6	-1.4	3
C[C@]12CCC3C(CC[C@H]4CC(O)CC[C@]34C)C1CC/C2=N/O (some centres not stated)	0	10	-4	2	2	-9	4	1.1	2
O=C(CC1SC(N2CCCCC2)=NC1=O)Nc1cccc(C(=O)O)c1 (configuration not stated)	-1	1	3	-2	-5	9	-1	-1.5	4
N#Cc1nc(-c2cccc3ccccc23)oc1N1CCCCC1	17	0	0	0	31	-1	0	-1.4	3
CC1(C)CC(=O)C=C(c2cccc3c2sc2ccccc23)C1	-2	0	6	-4	1	1	12	0.1	-1
CN(C)C(=O)CCc1ccc2c3c([nH]c2c1)[C@]1(C)[C@@H](C(=O)N2CCOCC2)C[C@H](CC(=O)NCc2cccc(C(F)(F)F)c2)C(=O)N1CC3	-25	1	0	-2	2	-5	-3	-1.4	/
COc1ccc(/C(C)=N/Nc2ncc(Cl)cc2Cl)c(O)c1	-31	-3	5	-6	-9	-9	-1	0.0	2
O=C(CCC(=O)c1cccs1)NNC(=O)c1ccccc1O	-7	1	0	2	-4	3	0	0.7	-10
Cc1cc(Cl)ccc1OC(C)C(=O)Nc1cccc(S(=O)(=O)N2CCOCC2)c1 (configuration not stated)	4	1	0	0	-7	-2	0	-0.5	/
O=C(Nc1ccc(C(=O)N2CCCCC2)cc1)C1CC1	-11	1	2	2	2	-3	-1	0.8	/
O=C1CC(NS(=O)(=O)c2cccs2)CN1c1ccc(Cl)cc1 (configuration not stated)	-8	7	-2	2	5	-13	6	-0.6	4
COc1cc(/C=C2\C(=N)N3N=C(C(C)C)SC3=NC2=O)ccc1OCCOc1ccc(NC(C)=O)cc1	-16	0	3	-2	3	-1	8	-1.5	1
CC(Oc1ccc(Cl)cc1)c1ccn[nH]1 (configuration not stated)	-8	1	-2	1	27	6	-1	-3.8	0
COCCCn1c(SCc2ccccc2)nc2cc(OC)c(OC)cc2c1=N	3	4	-7	-1	-19	-7	2	-0.1	3
O=[N+]([O-])c1cccc(S(=O)(=O)Nc2ccc(-c3ccc(N4CCOCC4)nn3)cc2)c1	-5	8	9	-1	10	-6	5	2.0	0
COc1ccc(NC(=S)NC2CC3CCC(C2)N3Cc2ccco2)cc1 (configuration not stated)	-3	1	1	-6	14	2	7	4.9	2
Cn1c(C2=C(O)CN(Cc3ccccc3)C2=N)nc2ccccc21	-4	2	4	3	8	6	8	-0.8	0
COc1cc(C(C(=O)NC2CCCC2)N(Cc2ccccc2)C(=O)c2snc(C(N)=O)c2N)ccc1O (configuration not stated)	-15	14	0	-2	-5	-11	21	-2.5	0
CC(Oc1cccc(Br)c1)C(=O)NNC(=O)c1ccccn1 (configuration not stated)	0	1	2	1	-1	-3	8	0.6	-1
CSc1ccccc1OCc1cc(C(=O)NC(C)Cc2cccc(C)n2)no1 (configuration not stated)	2	12	-10	-5	-14	-7	21	-1.5	5
CCOc1ncccc1C(=O)OCC(=O)NCc1ccc(C(=O)OC)cc1	6	1	0	0	-11	-6	5	-5.3	1
O=C(Oc1cccc(NC(=O)c2ccco2)c1)c1cccc(S(=O)(=O)N2CCCC2)c1	-4	14	-19	2	2	-11	5	4.5	1

New compounds follow.
SMILES	M4 antag	M4 ag	M4 PAM	CHRM5 agonist	CRFBP-R2 block	M5 PAM	CHRM5 antagonist	CRFBP-R2 agonist	IDE cell inh
O=S(=O)(c1cccs1)N1CCN(c2cccc(Cl)c2)CC1	-1	1	-8	-2	-9	8	4	0.1	2
Cc1ccc(C2=NN(CC(=O)O)C(=O)CC2)cc1	8	1	-2	0	1	-4	12	1.1	4
NC(=O)CSc1nnnn1-c1ccccc1Cl	-2	1	0	0	-8	5	7	-1.5	-2
O=C(COC(=O)c1ccco1)c1ccc(F)cc1	-17	2	3	-3	4	0	0	0.0	3
CCOC(=O)CC(NC(=O)c1ccccc1F)c1ccc(C)cc1 (configuration not stated)	1	3	-6	0	5	3	2	-6.9	1
COc1cccc(CSc2nnc(CSc3nc4nc(C)cc(C)n4n3)s2)c1	-3	6	-1	2	-2	2	-18	0.9	2
CCOC(=O)[C@@H]1[C@H]2COc3cc(OC)ccc3[C@@H]2N2C(=O)N(c3ccc(C(F)(F)F)cc3)C(=O)[C@@]12C	3	0	-3	-4	-5	3	12	1.4	0
Cc1[nH]n(-c2ccccc2)c(=O)c1N=Nc1cccc(Cl)c1	-9	0	4	-5	0	-1	12	0.2	0
CCCCCCOc1cccc(N)c1	-5	0	2	-1	-17	-4	-4	-0.2	-4
COc1ccc(/C=C2\CCC(C3CCCC3)C2=O)cc1Cn1cccn1 (configuration not stated)	-7	-1	16	-1	-38	0	-3	8.8	-2

Compound activity as filed in PubChem BioAssay.

An unsorted share of the library; overall some 2.9% were active at least once.
